Screens (PubChem)
Shn3 inh set2 – reduction of Shn3 3'UTR firefly luciferase signal, primary screen, Schnurri-3 inhibitor project, cell-based, Clone20 osteoblasts, set 2. actives 0.52% (n = 360,000). Clone20 osteoblast Shn3 3'UTR firefly luciferase, 24 h. inhibition, % at 12.5 µM;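 active means mean inhibition of at least 75% with every replicate also reaching 75%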;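 further: 0% = median of neutral control wells and 100% = pilot-screen positive control compound; some compounds past the cut are filed as inactive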
iPSC survival up – enhancers of single-cell hiPSC survival, primary screen, ATPlite luminescence. actives 0.044% (n = 360,000). survival enhancement, % at 20 µM. 100% = ROCK inhibitor wells, 0% = DMSO. AID 602274, 2012; in the data active means survival enhancement above about 18%;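 further: cells exposed to compounds for 16 hours before the ATP read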
TRPM1 prom inh – inhibitors of MITF-dependent TRPM1 promoter reporter, primary screen, cell-based, SK-MEL-5, single point, luciferase | SK-MEL-5 TRPM1 promoter luciferase, 24 h | inhibition, % at 12.5 µM | actives 0.83% (n = 330,000) | AID 488899, 2010;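 active means mean inhibition across replicates of 60% or more, whatever share of single replicates reaches that level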; further: values of inactives mirror those of a sister screen read the other way
HIF-2a inh – HIF-2a reporter inhibitors, primary screen, luminescence, 786-0 RCC cells; 786-0 RCC cells HIF-2a reporter, luciferase luminescence, overnight; inhibition, % at 18.8 µM; actives 0.72% (n = 360,000);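 active means inhibition of the luminescence signal of 40% or more relative to plate controls, in a single-dose primary screen at 18.75 µM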
Peg3 prom inh – Peg3 promoter-driven luciferase inhibitors, primary screen, cell-based, HeLa, luciferase luminescence; HeLa PEG-Prom luciferase reporter, overnight; inhibition, % at 20 µM; AID 588405, 2011; actives 1.7% (n = 360,000);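 active means inhibition of at least 50% at 20 µM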
TWEAK Fn14 block – inhibitors of TWEAK-Fn14 signaling, primary screen, luciferase reporter cells, uHTS | TWEAK-stimulated Fn14 reporter cells, luciferase luminescence, 8 h | inhibition, % at 10 µM | actives 2% (n = 360,000) | AID 1159606, 2016; in the data active means inhibition above about 50%
NR2E3 ag-1 – NR2E3 agonists in two-hybrid cells, primary screen, cell-based, luminescence, CHO-S, Gal4-NCOR/VP16-NR2E3 | Photoreceptor-specific nuclear receptor (Homo sapiens), Q9Y5X4 | luciferase | inhibition of corepressor binding, % at 3.98 µM | actives 0.35% (n = 360,000) | AID 602229, 2012;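 active means inhibition above the mean of all tested compounds plus 3 SD, cut at about 70% in these data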;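 further: 0% = DMSO with NR2E3 transfected cells and 100% = cells lacking NR2E3 construct; higher means lower luciferase signal from less NR2E3 corepressor binding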
Target sequence (Q9Y5X4 whole entry, looked up, the tested form may be a part): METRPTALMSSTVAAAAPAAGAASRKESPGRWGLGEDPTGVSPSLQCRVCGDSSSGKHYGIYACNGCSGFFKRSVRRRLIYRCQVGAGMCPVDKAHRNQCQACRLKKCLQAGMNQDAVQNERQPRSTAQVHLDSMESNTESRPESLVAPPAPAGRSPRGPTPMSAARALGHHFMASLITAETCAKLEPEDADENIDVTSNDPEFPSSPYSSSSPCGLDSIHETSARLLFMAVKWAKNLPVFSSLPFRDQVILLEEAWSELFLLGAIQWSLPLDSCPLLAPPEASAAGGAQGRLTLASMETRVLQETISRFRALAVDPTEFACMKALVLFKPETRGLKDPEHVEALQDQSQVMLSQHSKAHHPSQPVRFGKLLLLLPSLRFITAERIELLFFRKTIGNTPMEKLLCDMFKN
KKLEB cytotox – cytotoxicity in KKLEB CF airway cells, primary screen, cytotoxicity control for CF NF-kB inhibitor project, cell-based, uHTS, fluorescence assay plates. KKLEB CF airway cells viability, ATPlite luminescence, overnight; hits give low values; cells stimulated with P. aeruginosa culture filtrate. activity change (cytotoxicity), % at 5 µM. actives 0.36% (n = 360,000). AID 602141, 2011;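 active means corrected activity change at or below -50% at 5 µM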
CF NFkB inh – inhibitors of PAF-induced NF-kB signaling, primary screen, cell-based, GFP fluorescence, uHTS. inhibition, % at 5 µM. KKLEB NF-kB-GFP reporter, GFP fluorescence overnight. AID 588850, 2011. actives 0.86% (n = 360,000);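 active means at least 50% inhibition at 5 µM, scaled per plate between neutral and stimulator controls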;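 further: PAF is a Pseudomonas aeruginosa culture filtrate used as stimulus; plate controls were PAF-stimulated DMSO wells for no effect and unstimulated DMSO wells for full effect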
aDG glyco up – activators of alpha-DG glycosylation, primary screen, uHTS, Pro5-aDG cells, AlphaScreen; actives 0.22% (n = 360,000); activation, % at 10 µM; alpha-DG glycosylation AlphaScreen (IIH6); 0% Pro5, 100% B10-LARGE cell signal;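 active means activation of at least 8% versus controls, or a plate z-score of at least 8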;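 further: Pro5 are CHO cells carrying HIG-tagged alpha-DG that lacks glycosylation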
NR2E3 ag-2 – inhibitors of NR2E3-RetCOR corepressor binding, primary screen, NR2E3 agonist project, biochemical, TR-FRET, GST-NR2E3, biotin-RetCOR | 1536-well | inhibition of corepressor binding, % at 4.78 µM | AID 2300, 2010 | actives 0.12% (n = 320,000);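 active means percent inhibition above the cutoff of mean plus 3 SD of all tested compounds, set per screening campaign, cut at about 20% in these data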;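 further: 0% = DMSO wells and 100% = biotin wells as full block of FRET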
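system = GST-tagged NR2E3 plus biotinylated RetCOR corepressor | input = 1.35 nM GST-NR2E3 | also added = 7 nM biotin-RetCOR | schedule = 5 h incubation at 4 °C | measured by = TR-FRET with europium anti-GST and streptavidin-D2, 340 nm excitation | read-out = percent loss of FRET ratio relative to control wells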
Numbers without * were called inactive; · = no result given.

SMILES	Shn3 inh set2	iPSC survival up	TRPM1 prom inh	HIF-2a inh	Peg3 prom inh	TWEAK Fn14 block	NR2E3 ag-1	KKLEB cytotox	CF NFkB inh	aDG glyco up	NR2E3 ag-2
Cc1ccc(C(=O)Nc2nc(=O)n(C(=O)c3ccccc3C)s2)cc1	-39.2	1.4	-16.7	-195.7	-136.6	-36.7	14.9	19.8	-104.8	-0.5	-1.3
COc1ccccc1C(=O)O/N=C(\c1ccccc1)c1ccncc1	-1.5	1.5	3.2	11.2	5.0	1.8	8.8	29.6	6.0	0.0	3.2
Cc1ccc(/C=C2\SC(=S)N(CCCC(=O)Nc3ccc(O)cc3)C2=O)cc1	16.6	0.0	23.2	79.7*	-41.0	7.7	77.8*	0.7	0.9	-0.2	2.0
O=C(Cn1cnc([N+](=O)[O-])c1)NC1CCCC1	1.1	-1.7	12.5	14.3	22.6	4.7	-3.1	-1.3	13.2	0.1	7.4
CC(=O)Nc1ccc(NC(=O)C2Cc3c(-c4ccc5c(c4)OCO5)ccnc3O2)cc1 (stereo not given)	-20.3	-0.3	·	14.4	-1.7	-10.9	1.8	-4.2	10.4	0.1	·
Cc1ccc(S(=O)(=O)N2CCN=C2c2ccccc2)cc1C	-8.8	2.7	9.1	22.1	2.9	2.5	-13.5	-1.2	1.2	0.0	1.1
Cn1c(=O)c2nc(-c3ccc(Cl)cc3Cl)oc2c2ccccc21	17.7	-0.5	·	-52.3	-103.9	-34.6	-1.1	8.4	-115.6	0.1	3.2
CC1(C)Cc2c(sc(NC(=O)c3ccccc3)c2C(=O)O)CO1	-23.8	3.4	-45.4	-201.5	-117.2	35.2	-103.2	-4.7	2.8	-0.3	4.1
COc1ccccc1-n1c(SCC(=O)O)nc2c(sc(=S)n2-c2ccccc2C)c1=O	3.4	1.5	2.3	8.5	-3.6	-2.6	-14.9	3.5	-13.0	-0.1	-3.8
CCOc1cc2[nH]c(=O)n(CCCC(=O)NCc3ccco3)c(=O)c2cc1OCC	-35.6	-1.9	-11.1	10.6	8.0	-8.6	-17.0	3.3	2.7	-0.2	1.2
CCOc1cc(NC(=O)c2ccccn2)c(OCC)cc1NC(=O)c1cccc(C)c1	-7.1	3.3	-0.8	4.3	-0.5	-30.5	-1.6	-7.9	11.4	-0.5	4.0
CC(C)N1CCN(c2ccc(OC[C@H]3CO[C@](Cn4cncn4)(c4ccc(Cl)cc4Cl)O3)cc2)CC1	2.2	-0.1	-8.5	6.7	47.3	-28.0	-3.6	9.6	7.7	6.3	-0.9
S=c1[nH]nc(-c2ccc(Cl)cc2)n1CC1CCCO1 (stereo not given)	2.6	-3.8	7.4	11.3	14.4	-0.3	-20.2	3.1	5.1	0.0	1.3
Cc1ccccc1C1C(C#N)=C2N=C(N)c3ccccc3N2C2=C1C(=O)CCC2 (stereo not given)	4.6	-0.6	3.5	18.0	21.7	-3.6	13.9	-0.7	8.9	-0.3	-0.9
CC1=CC(C)(C)N(C(=O)CSc2ncn[nH]2)c2ccc(C)cc21	-1.6	0.6	-2.0	19.9	5.9	-4.5	-14.1	0.9	-1.9	0.1	-1.0
CNC(=S)N/N=C/c1c(C)nn(-c2ccccc2)c1Cl	-25.3	-2.6	-59.9	-350.8	-136.8	-13.2	-44.5	11.3	-14.1	0.3	0.8
C=CCC[C@@H](Cc1ccc(F)cc1)C(=O)OC[C@@H](Cc1c[nH]c2ccccc12)NC(=O)[C@H](CC=C)CC(=O)NCCO	-1.8	-1.1	2.7	-1.3	-52.5	35.6	-17.0	-6.0	8.6	0.5	·
CC(=O)OC(C(=O)NC1CCCCC1)c1ccc(C#N)cc1 (stereo not given)	-3.3	7.6	4.7	8.3	-2.6	-6.4	3.5	-6.4	2.7	0.1	-1.6
CCc1cccc(NC(=O)CN(C)S(=O)(=O)c2cccc3cccnc23)c1	-2.5	-0.3	5.2	8.8	17.2	3.7	-5.2	-2.9	-5.3	0.5	2.8
CCOC(=O)c1[nH]c(=S)n(Cc2ccccc2)c1C(=O)OCC	17.2	4.2	-6.0	20.8	2.3	-6.3	5.2	0.9	-11.2	0.0	·
CCCn1nnnc1SCC(=O)N1CCCC1	-16.9	0.8	-6.4	2.5	12.7	-3.0	-8.1	5.3	9.6	0.3	3.0
CCOC(=O)c1cc2c(ccn2C)n1CC(=O)N(Cc1ccccc1)c1ccc(F)cc1	-22.5	1.7	14.8	7.1	15.1	-7.2	8.8	0.2	3.0	-0.1	2.4
COCCn1c(SC)nnc1-c1c[nH]c2ccccc12	-11.4	-2.3	9.7	-6.8	-18.3	0.8	-35.0	-0.5	13.3	-0.2	2.1
COc1ccc(/C=N/NC(=O)CNC(=O)/C=C/c2ccccc2OC)cc1	19.0	1.3	7.5	7.1	8.8	24.4	-29.5	5.5	-14.1	0.1	-1.5
O=C(Nc1cccc(C(=O)O)c1)/C(=C\C=C\c1ccccc1)NC(=O)c1ccccc1	8.9	-1.5	-2.7	8.1	-7.6	-8.3	-21.2	-6.0	6.4	0.0	8.3

Random excerpt: 5 entries already listed
SMILES	Shn3 inh set2	iPSC survival up	TRPM1 prom inh	HIF-2a inh	Peg3 prom inh	TWEAK Fn14 block	NR2E3 ag-1	KKLEB cytotox	CF NFkB inh	aDG glyco up	NR2E3 ag-2
S=c1[nH]nc(-c2ccc(Cl)cc2)n1CC1CCCO1 (stereo not given)	2.6	-3.8	7.4	11.3	14.4	-0.3	-20.2	3.1	5.1	0.0	1.3
CCOc1cc(NC(=O)c2ccccn2)c(OCC)cc1NC(=O)c1cccc(C)c1	-7.1	3.3	-0.8	4.3	-0.5	-30.5	-1.6	-7.9	11.4	-0.5	4.0
O=C(Cn1cnc([N+](=O)[O-])c1)NC1CCCC1	1.1	-1.7	12.5	14.3	22.6	4.7	-3.1	-1.3	13.2	0.1	7.4
CNC(=S)N/N=C/c1c(C)nn(-c2ccccc2)c1Cl	-25.3	-2.6	-59.9	-350.8	-136.8	-13.2	-44.5	11.3	-14.1	0.3	0.8
O=C(Nc1cccc(C(=O)O)c1)/C(=C\C=C\c1ccccc1)NC(=O)c1ccccc1	8.9	-1.5	-2.7	8.1	-7.6	-8.3	-21.2	-6.0	6.4	0.0	8.3

(next part)
SMILES	Shn3 inh set2	iPSC survival up	TRPM1 prom inh	HIF-2a inh	Peg3 prom inh	TWEAK Fn14 block	NR2E3 ag-1	KKLEB cytotox	CF NFkB inh	aDG glyco up	NR2E3 ag-2
C=CC[C@@H](CC(=O)NCCO)C(=O)N[C@@H](COC(=O)[C@@H](CC=C)Cc1ccc(F)cc1)Cc1c[nH]c2ccccc12	-4.2	-2.1	-3.0	11.1	-6.2	19.5	5.3	-8.3	25.0	-0.3	·
CCn1c(SCC(=O)NCc2ccc3c(c2)OCO3)nnc1-c1ccco1	13.9	-0.5	2.2	7.6	3.6	1.6	6.2	3.8	-6.2	-0.3	1.9
N=c1n(CCN2CCCC2)c2ccccc2n1CC(O)c1ccco1 (stereo not given)	-0.6	0.4	-4.0	12.3	13.5	4.2	-5.9	-6.2	9.9	-0.1	-0.2
COc1ccc(-n2c(C)cc(C(=O)CN3C(=O)C(=O)N(Cc4ccccc4)C3=O)c2C)cc1	2.6	0.0	14.3	9.9	24.6	15.4	13.2	-28.3	-14.0	-0.2	0.9
N#Cc1cnn2c(C(F)(F)F)c3c(nc12)CCCC3	-3.5	5.9	6.2	10.0	0.7	-5.6	-1.3	10.0	-11.0	0.5	0.4
Cc1onc(-c2ccccc2)c1C(=O)OCC(=O)N1CCCCC1	-7.4	-1.6	·	8.4	6.5	0.4	-9.1	-10.1	-6.3	1.5	·
CCc1nc2ccc(C(=O)NCCCn3ccnc3)cn2c1N(C)Cc1ccc(OC)cc1	-15.6	-1.1	·	-7.4	-17.4	-9.0	-11.7	-4.7	18.4	-0.3	·
COC(=O)C1=C(C)N(c2ccc(C)cc2)/C(=C/c2cccs2)C1=O	-9.9	-1.5	2.9	19.0	29.9	-1.3	-1.9	-20.2	-17.8	0.7	1.1
CN(Cc1ccccc1)C(=O)COC(=O)c1ccc[nH]c1=O	-1.4	0.3	-0.5	9.0	1.8	-36.4	-4.4	3.3	-6.1	0.2	·
C=CCOC(=O)C1=C[C@H](c2coc3ccccc3c2=O)[C@@H](CCCO)[C@H](OCC)O1	-15.4	-1.1	-21.6	15.0	13.8	-11.8	-2.9	-7.8	9.0	-0.1	2.3
CN(C)CCNC(=O)C1Cc2c(-c3ccccc3Oc3ccccc3)ccnc2O1 (stereo not given)	-3.6	-1.7	·	8.2	-15.1	-7.1	-29.5	-4.4	-1.4	0.5	·
Cc1cc(C)nc(/N=C(\N)Nc2ccc([N+](=O)[O-])cc2)n1	-21.1	-0.3	-15.4	-30.6	-12.1	-12.6	-7.8	-1.1	-11.8	0.2	-0.3
O=C(CCN1C(=O)[C@@H]2Cc3ccccc3CN2C1=O)NCc1ccccc1Cl	12.5	-0.4	-9.7	2.1	15.1	15.1	-16.1	9.6	-21.0	0.5	1.7
CC(=O)Nc1ccc(S(=O)(=O)NCCC(=O)Nc2ccc(C)cn2)cc1	-2.1	0.2	3.5	2.8	12.1	-1.3	-16.6	-15.8	14.4	-0.2	-1.9
COc1ccc(NC(=O)C(c2ccccc2)N(C)C(=O)c2cnccn2)cc1 (stereo not given)	-6.4	5.8	5.4	13.4	6.7	-18.3	3.4	-1.4	5.9	-0.1	-1.2
O=C(Nc1ccc(F)c(Cl)c1)Nc1nnc([C@H]2C[C@H](O)[C@@H](CO)O2)s1	10.4	-2.6	·	-50.4	-12.9	9.2	-35.0	4.9	7.3	0.1	·
NC(=O)CC(NC(=O)Cc1cccc2ccccc12)c1ccc(NCc2cc(F)ccc2F)c([N+](=O)[O-])c1 (stereo not given)	64.5	-2.9	-9.2	7.6	26.4	-0.9	2.6	-9.2	-16.6	-0.1	2.6
c1ccc2[nH]c(CSc3nnc(-c4ccncc4)o3)nc2c1	29.3	-0.8	18.5	8.1	-2.2	58.4*	70.2*	-2.1	-5.7	0.0	0.2
CCN1CCN(c2nc3c(C)cccn3c(=O)c2/C=C(\C#N)S(=O)(=O)c2ccccc2)CC1	-0.5	-0.2	-5.8	7.4	11.4	-14.7	-10.9	-3.4	-1.0	-0.1	0.3
O=C(O)c1cccc(NC(=O)C23CC4CC(C2)CC(n2cnc(Cl)n2)(C4)C3)c1	13.0	-0.6	-5.6	2.7	-9.0	5.0	-5.1	15.0	-2.2	-0.1	-1.0
COc1ccc(CCC(=O)OCC(=O)Nc2c(C)nn(-c3ccccc3)c2C)cc1	-7.6	-0.4	-4.4	10.0	-4.1	2.9	2.5	-3.9	8.0	0.1	0.7
